From PubChem BioAssay
PAFAH1B3 inh: blocks human PAF acetylhydrolase 1B catalytic subunit 3. Q15102. recombinant PAFAH1B3, FP-rhodamine probe, fluorescence polarization. inhibition, % at 3.39 µM. 340,000 tested, 0.28% active;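 active = inhibition above the screen-wide average of all tested compounds plus 3 SD, cut at about 25% in these data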;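 also: 0% = enzyme with DMSO only and 100% = wells lacking PAFAH1B3 protein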
PAFAH1B2 inh: inhibitors of human PAFAH1B2; AID 492953; inhibition, % at 3.39 µM; 340,000 tested, 1.2% active; P68402; recombinant PAFAH1B2, FP-rhodamine activity probe, fluorescence polarization;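 active = inhibition above the mean of all tested compounds plus 3 SD, cut at about 24% in these data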;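 also: 0% = enzyme with DMSO and 100% = wells lacking PAFAH1B2; many of its hits are not listed in these tables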
pPAFAH inh: inhibitors of human plasma PAF acetylhydrolase (pPAFAH) | Q13093 | recombinant pPAFAH, FP-rhodamine probe fluorescence polarization | inhibition, % at 3.39 µM | 330,000 tested, 1.5% active;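 active = inhibition above the mean inhibition across the screen plus 3 SD, cut at about 25% in these data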;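 also: inhibitors block binding of the rhodamine activity-based probe so polarization drops; 0% = enzyme with DMSO and 100% = wells lacking pPAFAH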
PME-1 primary: blocks human protein phosphatase methylesterase 1 | Q9Y570 | recombinant PME-1, FP-Rh probe fluorescence polarization | inhibition, % at 5.9 µM | 320,000 tested, 0.53% active | AID 2130;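 active = inhibition above the campaign mean of all compounds plus 3 SD, cut at about 26% in these data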;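 also: competitive labeling of PME-1 active site by serine hydrolase directed probe; 0% = PME-1 with DMSO and 100% = wells lacking PME-1 enzyme; inhibitors block probe labeling so polarization falls and inhibition rises; many of its hits are not listed in these tables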
Target sequence (Q9Y570 whole entry, looked up): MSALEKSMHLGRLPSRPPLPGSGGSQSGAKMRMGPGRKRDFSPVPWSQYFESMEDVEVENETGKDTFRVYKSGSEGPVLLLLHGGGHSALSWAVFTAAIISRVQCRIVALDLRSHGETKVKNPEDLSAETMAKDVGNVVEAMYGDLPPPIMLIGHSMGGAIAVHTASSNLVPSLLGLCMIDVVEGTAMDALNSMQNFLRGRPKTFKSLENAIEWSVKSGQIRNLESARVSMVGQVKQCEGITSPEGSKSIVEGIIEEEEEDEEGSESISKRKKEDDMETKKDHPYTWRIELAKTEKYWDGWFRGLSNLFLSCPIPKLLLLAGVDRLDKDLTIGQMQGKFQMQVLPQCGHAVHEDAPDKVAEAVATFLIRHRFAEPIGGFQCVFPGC
LYPLA1 counter: counter-screen for PME1 inhibitors: inhibitors of human LYPLA1; O75608; recombinant LYPLA1, FP-Rh probe fluorescence polarization; inhibition, % at 5.9 µM; 320,000 tested, 0.16% active;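 active = inhibition above the mean of all tested compounds plus 3 SD, set per campaign, cut at about 14% in these data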;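 also: inhibitors block serine hydrolase probe labeling of LYPLA1 so polarization falls; 0% = enzyme with DMSO and 100% = wells lacking LYPLA1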
Target sequence (O75608 whole entry, looked up): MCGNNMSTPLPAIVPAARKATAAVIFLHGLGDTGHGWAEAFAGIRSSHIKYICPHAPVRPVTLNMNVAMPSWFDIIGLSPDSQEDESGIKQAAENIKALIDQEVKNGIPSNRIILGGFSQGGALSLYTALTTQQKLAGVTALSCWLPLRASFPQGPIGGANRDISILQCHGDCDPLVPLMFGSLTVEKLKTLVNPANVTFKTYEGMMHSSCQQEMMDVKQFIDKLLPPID
PAD4 FP inh: blocks human protein arginine deiminase 4; Q9UM07; recombinant PAD4, RCA probe fluorescence polarization; inhibition, % at 6.36 µM; 330,000 tested, 0.41% active;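 active = percent inhibition above a cutoff equal to the mean of all tested compounds plus 3 SD, cut at about 15% in these data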;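 also: 0% = PAD4 with RCA probe and DMSO and 100% = probe without PAD4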
PAFAH2 FP inh: PAFAH2 (human) inhibition; Q99487; 340,000 tested, 0.99% active; recombinant PAFAH2, FP-rhodamine activity probe, fluorescence polarization; inhibition, % at 3.39 µM;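 active = inhibition above the mean over all tested compounds plus 3 SD, cut at about 30% in these data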;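 also: inhibitors block probe labeling of enzyme so polarization drops; 0% = enzyme with DMSO and 100% = wells lacking PAFAH2 protein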
GSTO1 inh: GSTO1 inhibition, counter-screen for RBBP9 inhibitors | recombinant GSTO1, activity-based probe fluorescence polarization | inhibition, % at 5.96 µM | 300,000 tested, 1.1% active;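 active = inhibition above the campaign mean inhibition plus 3 SD, cut at about 35% in these data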;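 also: 0% = GSTO1-1 with DMSO and 100% = wells lacking GSTO1-1 enzyme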
LYPLA2 counter: blocks human lysophospholipase 2, a PME1 counter-screen | O95372 | recombinant LYPLA2, FP-Rh probe fluorescence polarization | inhibition, % at 5.9 µM | 320,000 tested, 0.38% active | AID 2177;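 active = inhibition above the screen-wide mean plus 3 SD, limit set per campaign, cut at about 26% in these data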;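 also: 0% = LYPLA2 with DMSO and 100% = wells lacking LYPLA2 enzyme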
Target sequence (O95372 whole entry, looked up): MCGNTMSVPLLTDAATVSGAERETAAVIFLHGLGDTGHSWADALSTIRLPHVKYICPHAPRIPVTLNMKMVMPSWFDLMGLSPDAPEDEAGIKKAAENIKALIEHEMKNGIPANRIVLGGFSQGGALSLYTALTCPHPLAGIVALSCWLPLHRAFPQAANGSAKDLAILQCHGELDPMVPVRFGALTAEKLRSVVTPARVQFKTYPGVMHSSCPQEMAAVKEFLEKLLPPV
* marks the source's active call; other numbers are inactive results; x = not tested or not shown. Not all compounds are listed; the hit share may differ from the screen's.

SMILES	PAFAH1B3 inh	PAFAH1B2 inh	pPAFAH inh	PME-1 primary	LYPLA1 counter	PAD4 FP inh	PAFAH2 FP inh	GSTO1 inh	LYPLA2 counter
COc1cccc(NC(=O)C2C3C=CC4(O3)C2C(=O)N(CCN2CCCCC2)C4C(=O)NC2CCCCC2C)c1 (configuration not stated)	-3	0	2	7	-3	0	4	4	4
CCCCc1ccc(NC(=O)CSc2nc(=O)n(CCN(C)C)c3c2CCC3)cc1	-1	4	2	-5	-1	-2	5	-31	4
COc1ccccc1CNC(=O)CC(C)C	-4	0	4	3	5	6	-2	-3	8
Cc1cccc(NC(=O)c2cccnc2Oc2ccccc2)c1C(=O)O	7	4	-3	-3	2	-1	-1	6	-5
COC(=O)c1nn(-c2ccc(-c3ccccc3)cc2)cc1O	3	-2	0	-33	-1	-1	4	-6	-4
CC1CCN(S(=O)(=O)c2ccc(C(=O)N3CCCC3C(=O)O)cc2)CC1 (configuration not stated)	3	9	1	-2	2	-4	-4	x	-5
Cn1c(=O)c2c(nc(CN3CCc4ccccc4C3)n2Cc2ccc(Cl)cc2)n(C)c1=O	1	-3	-3	2	0	-5	3	-2	3
CCCCN(C)CCOc1ccccc1OCC	2	5	5	-1	4	1	-1	-5	-4
Cc1cc(C)cc(NC(=O)c2ccc(N3C(=O)C4CCCCC4C3=O)cc2)c1 (configuration not stated)	7	4	-4	-3	-2	-1	4	-2	0
CCCCSc1nc(NCc2ccco2)c2c3c(sc2n1)COC(C)(C)C3	1	-4	0	-7	-3	1	-5	-7	-10
CC(C)N1CCN(C(=O)c2ccc(NC(=O)c3ccc(Br)o3)cc2)CC1	2	2	5	-2	1	-1	4	-4	2
CC(C)CCNC(=O)CC1Nc2c3ccccc3nc(=S)n2C1=O (configuration not stated)	0	-1	0	-6	-1	-1	2	1	-4
CC(NC(=O)CNC(=O)C(Cc1ccccc1)NC(=O)OCc1ccccc1)C(N)=O (configuration not stated)	5	7	-2	-1	-1	-2	3	7	-5
CCOC(=O)CCn1cnc2ccc([N+](=O)[O-])cc2c1=O	7	1	1	0	-1	-4	0	0	5
COc1ccccc1C(NC(C)=O)c1c(O)ccc2ccc(O)cc12 (configuration not stated)	4	8	6	-4	-4	2	2	20	-4
Cc1nn(-c2ccccc2)c(N2CCCC2)c1C=O	5	6	3	5	-1	-4	2	7	-8
Cc1ccc(CNC(=O)CN2C(=O)CSc3ccc(S(=O)(=O)N4CCC(C)CC4)cc32)cc1	6	3	4	4	0	5	-4	4	3
O=C(NC1CCCCC1)C12CC3CC(C1)CC(n1cncn1)(C3)C2	1	2	6	1	-3	-2	0	4	-5
COc1ccccc1CNC(=O)COC(=O)c1ccc2c(=O)n3c(nc2c1)CCCCC3	8	5	4	23	1	4	-5	x	7
Clc1ccccc1Nc1nc2ccccc2o1	3	-1	3	2	-3	3	7	x	-1

Some of these compounds in order of length of the SMILES, highest first:
SMILES	PAFAH1B3 inh	PAFAH1B2 inh	pPAFAH inh	PME-1 primary	LYPLA1 counter	PAD4 FP inh	PAFAH2 FP inh	GSTO1 inh	LYPLA2 counter
COc1cccc(NC(=O)C2C3C=CC4(O3)C2C(=O)N(CCN2CCCCC2)C4C(=O)NC2CCCCC2C)c1 (configuration not stated)	-3	0	2	7	-3	0	4	4	4
Cc1ccc(CNC(=O)CN2C(=O)CSc3ccc(S(=O)(=O)N4CCC(C)CC4)cc32)cc1	6	3	4	4	0	5	-4	4	3
Cn1c(=O)c2c(nc(CN3CCc4ccccc4C3)n2Cc2ccc(Cl)cc2)n(C)c1=O	1	-3	-3	2	0	-5	3	-2	3
CC(NC(=O)CNC(=O)C(Cc1ccccc1)NC(=O)OCc1ccccc1)C(N)=O (configuration not stated)	5	7	-2	-1	-1	-2	3	7	-5
Cc1cc(C)cc(NC(=O)c2ccc(N3C(=O)C4CCCCC4C3=O)cc2)c1 (configuration not stated)	7	4	-4	-3	-2	-1	4	-2	0
CC1CCN(S(=O)(=O)c2ccc(C(=O)N3CCCC3C(=O)O)cc2)CC1 (configuration not stated)	3	9	1	-2	2	-4	-4	x	-5
CC(C)N1CCN(C(=O)c2ccc(NC(=O)c3ccc(Br)o3)cc2)CC1	2	2	5	-2	1	-1	4	-4	2
CCCCSc1nc(NCc2ccco2)c2c3c(sc2n1)COC(C)(C)C3	1	-4	0	-7	-3	1	-5	-7	-10
Cc1cccc(NC(=O)c2cccnc2Oc2ccccc2)c1C(=O)O	7	4	-3	-3	2	-1	-1	6	-5
CC(C)CCNC(=O)CC1Nc2c3ccccc3nc(=S)n2C1=O (configuration not stated)	0	-1	0	-6	-1	-1	2	1	-4
COC(=O)c1nn(-c2ccc(-c3ccccc3)cc2)cc1O	3	-2	0	-33	-1	-1	4	-6	-4
Clc1ccccc1Nc1nc2ccccc2o1	3	-1	3	2	-3	3	7	x	-1
CCCCN(C)CCOc1ccccc1OCC	2	5	5	-1	4	1	-1	-5	-4

New compounds follow
SMILES	PAFAH1B3 inh	PAFAH1B2 inh	pPAFAH inh	PME-1 primary	LYPLA1 counter	PAD4 FP inh	PAFAH2 FP inh	GSTO1 inh	LYPLA2 counter
CCSc1nc(CC)c2c(c1C#N)CCCC2	7	-3	-2	3	2	-3	1	2	2
S=c1[nH]nc(CSCc2ccccc2Cl)n1-c1ccccc1	-1	6	27*	-3	0	-2	-2	11	0
Cc1ccc(S(=O)(=O)N2[C@@H](c3ccc(Cl)cc3)C(C(=O)O)=C[C@H]2C(C)(C)C)cc1	3	51*	1	x	x	-4	-2	x	x
Cc1ccc(C(C)C)c(OCC(=O)Nc2ccccc2N2CCN(C)CC2)c1	2	-1	-7	0	-2	0	13	-13	0
Cc1cccc(NC(=O)c2cccnc2)c1C	4	4	2	2	2	-1	10	3	8
CS(=O)(=O)c1ccccc1-c1nnc(NC(=O)c2ccc3ncsc3c2)o1	2	8	-4	-1	-3	22*	13	4	-1
COc1cccc(CNC(=O)c2cccnc2Sc2ccc(C)cc2C)c1	-12	-4	4	5	0	1	-8	1	5
CC(Oc1ccccc1)C(=O)N1CCN=C1SCc1ccccc1 (configuration not stated)	3	2	4	-1	-1	-3	4	8	-5
O=C(CSc1ncccn1)n1c2c(c3ccccc31)CCCC2	3	3	7	1	-2	-1	-1	0	-3
CCn1ncc(Cl)c1C(=O)NC(C)c1ccccc1 (configuration not stated)	-7	0	0	5	1	-2	3	2	-2
C=CCc1cccc2cc(C(=O)NCCOC)c(=O)oc12	7	5	2	-2	-1	-1	-4	-1	-1
O=C1NN(c2ccccc2)C(=O)/C1=C/c1ccc(-c2cccc(C(=O)O)c2)o1	9	1	19	3	2	-1	24	7	0
Cc1cc(C)nc(N2CCCC(C(=O)NCc3cccs3)C2)n1 (configuration not stated)	3	3	-4	2	-3	2	-2	-3	0
O=C(COc1cccc(Oc2ccccc2)c1)Nc1ccc(SC(F)F)cc1	-20	-9	-19	-50	-28	3	-27	-9	-42
COc1cc(OC)cc(C(=O)NCC(=O)OCC(=O)Nc2ccc3c(c2)OCO3)c1	8	-4	24	-3	-1	-3	-3	3	1
CC(=O)c1c(C)[nH]c(C(=O)Nc2ccc(F)cc2F)c1C	13	1	1	0	-11	-1	-3	4	4
COC(=O)c1cc(C#N)c(N(C)Cc2ccccc2)nc1C	4	-2	5	-4	-1	-2	7	6	7
COCC(=O)NC1CC(C)(C)Cc2c1cnn2-c1ccc(F)cc1 (configuration not stated)	2	-4	-3	4	4	-2	-5	2	2
O=C(COC(=O)COc1ccccc1)Nc1ccc(S(=O)(=O)N2CCOCC2)cc1	-7	2	1	-9	-3	-7	-11	18	-8
O=C1N/C(=C/c2ccc(N3CCOCC3)o2)C(=O)N1c1ccccc1	-3	-1	-2	-1	-5	119*	-3	1	1
COc1ccc(-c2nnn(CC(=O)N(CC(=O)NC3CCCC3)c3ccccc3)n2)cc1OC	6	-1	0	-1	-1	1	0	7	1
CCN1CCN(CC(O)COC(c2ccccc2)c2ccccc2C)CC1 (configuration not stated)	-1	5	5	-2	1	-6	3	2	-3
CCc1ccc(NC(=O)Cn2c(=O)oc3cc(S(=O)(=O)N4CCOCC4)ccc32)cc1	-1	-6	-10	-3	0	-4	-8	9	0
O=C(N/N=C/c1ccc(-c2cccc([N+](=O)[O-])c2)o1)c1cccs1	3	3	10	0	4	-1	7	11	4
O=C(CCN1C(=O)/C(=C/C=C/c2ccccc2)SC1=S)Nc1nccs1	-9	-5	8	-1	-1	0	-1	-2	-5
COc1cccc(S(=O)(=O)c2nc(C)c3c(n2)CCC3)c1	3	4	3	-2	-5	-4	0	9	4
O=C(CSc1nc2ccccc2c(=O)n1CCCO)N1CCc2ccccc21	-6	-5	-1	0	-4	-1	2	3	-2
CSc1nnc2c(n1)OC1(Nc3ccccc3-2)C(=O)Nc2ccccc21 (configuration not stated)	3	3	0	1	-2	0	-2	2	2
CCN(CC(=O)Nc1cccc(OC)c1)C(=O)c1ccc(C)s1	1	1	3	-2	3	2	-8	9	0
CCC(=O)c1ccc(O)c(OC)c1	2	-1	2	0	-3	-5	2	2	3
COc1ccc(NS(=O)(=O)c2ccc3[nH]c(=O)[nH]c3c2)cc1	4	0	6	3	-1	-2	4	-43	-1
Cc1ccc(/C=N/NC(=O)c2ccccc2OCc2cccc(Br)c2)o1	x	x	-11	3	-4	4	x	-5	-8
Cc1cccc(C(=O)n2c(=S)nc3cc(C)ccn32)c1	11	4	1	9	-2	2	12	4	4
O=C(NC(O)C(=O)c1ccccc1)c1cccs1 (configuration not stated)	6	6	-2	-4	0	0	-10	3	-2
O=C(CN1CCOCC1)N1CCCc2c1c(=O)oc1ccc(OCc3ccccc3)cc21	4	0	10	8	2	-2	8	-4	6
Cc1cc2nc(-c3ccc(NC(=O)c4cccnc4)cc3)oc2cc1C	-23	-10	-5	-22	-27	-3	-36	-35	-36
Nc1nc(Cl)cc(-c2ccccc2)n1	x	x	-10	-7	-4	2	x	11	-7
O=C1C2C3CCC(C3)C2C(=O)N1CNc1ccccc1 (configuration not stated)	7	7	1	-6	2	2	0	7	9

Reformatted as labelled records: part of the list above
> Cc1cccc(C(=O)n2c(=S)nc3cc(C)ccn32)c1
  PAFAH1B3 inh = 11
  PAFAH1B2 inh = 4
  pPAFAH inh = 1
  PME-1 primary = 9
  LYPLA1 counter = -2
  PAD4 FP inh = 2
  PAFAH2 FP inh = 12
  GSTO1 inh = 4
  LYPLA2 counter = 4
> O=C(NC(O)C(=O)c1ccccc1)c1cccs1 (configuration not stated)
  PAFAH1B3 inh = 6
  PAFAH1B2 inh = 6
  pPAFAH inh = -2
  PME-1 primary = -4
  LYPLA1 counter = 0
  PAD4 FP inh = 0
  PAFAH2 FP inh = -10
  GSTO1 inh = 3
  LYPLA2 counter = -2
> O=C(CN1CCOCC1)N1CCCc2c1c(=O)oc1ccc(OCc3ccccc3)cc21
  PAFAH1B3 inh = 4
  PAFAH1B2 inh = 0
  pPAFAH inh = 10
  PME-1 primary = 8
  LYPLA1 counter = 2
  PAD4 FP inh = -2
  PAFAH2 FP inh = 8
  GSTO1 inh = -4
  LYPLA2 counter = 6
